Siah-1 displacement: Siah-1 peptide-binding antagonists, primary screen, biochemical, fluorescence polarization, rhodamine-plectin, uHTS (AID 1817). E3 ubiquitin-protein ligase SIAH1 (Homo sapiens). Siah-1 / rhodamine-plectin peptide fluorescence polarization; higher % means a stronger effect. one-dose displacement, % at 20 µM; IC50 in µM for titrated hits. actives 0.02% (n = 290,000);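 active = displacement of at least 50% at 20 µM, with a fluorescence ratio check between 0.3 and a set limit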;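 note: plate controls were Siah plus tracer with DMSO for no effect and tracer alone without Siah for full effect; strong numbers were not always called active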
AID2073: inhibitors of Mint1-CaV2.2 protein interaction, biochemical, HTRF (AID 2073); Voltage-dependent N-type calcium channel subunit alpha-1B (Homo sapiens); HTRF protein-protein interaction, Mint1-CaV2.2; higher % means a stronger effect; inhibition, % at 20 µM; hits with a dose series show IC50 in µM; actives 0.19% (n = 290,000); in the data active = inhibition mostly above about 51%, no sharp cut-off; note: some results filed as inactive read as strong as hits
LYP phosphatase: inhibitors of LYP phosphatase, biochemical, fluorescence intensity, uHTS (AID 1779) | inhibition, % at 11.5 µM; hits with a dose series show IC50 in µM | recombinant LYP phosphatase, fluorescence intensity; higher % means a stronger effect | actives 0.054% (n = 290,000) | Tyrosine-protein phosphatase non-receptor type 22 (Homo sapiens);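 note: plate controls were vehicle with enzyme for no effect and no enzyme for full effect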
Dynein transport: inhibitors of GR-EGFP nuclear translocation, primary screen, dynein cargo transport inhibitor project, imaging, high-content, 3617.4 mouse cells | z-score, hits read low | test concentration mostly 20 µM; stimulated with dexamethasone, 1 µM; stronger effect = lower value | AID 1381, 2008 | actives 0.47% (n = 220,000);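 active = plate z-score of nuclear minus cytoplasmic receptor signal below a set negative limit, without overly bright fluorescence or cell loss, cut at about -3.5 in these data, passing the limit was not always enough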;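 note: z-score of nuclear minus cytoplasmic ring GR-EGFP intensity difference per well; some compounds called inactive have numbers as strong as hits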
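Also added – dexamethasone, 1.0 µM final · Buffer or medium – tet-free, stripped-serum medium · Schedule – induction 48 h, compound 1 h, agonist 30 min · Detection – formaldehyde fixation, Hoechst nuclear stain, 10x automated fluorescence imaging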
PMI inhibition: human PMI inhibitors, high substrate, primary screen, biochemical, fluorescence intensity, high mannose 6-phosphate (AID 1220); Mannose-6-phosphate isomerase (Homo sapiens); recombinant PMI enzyme, coupled fluorescence intensity; higher % means a stronger effect; actives 0.66% (n = 190,000); inhibition, % at 20 µM, or IC50 in µM where a hit was titrated
PMI inhibitors: inhibitors of human PMI, primary screen, biochemical, fluorescence intensity, coupled assay (AID 1209); Mannose-6-phosphate isomerase (Homo sapiens); purified PMI enzyme, coupled fluorescence intensity; higher % means a stronger effect; inhibition, % at 20 µM; hits with a dose series show IC50 in µM; actives 0.42% (n = 190,000);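 note: plate controls were DMSO vehicle for no effect and wells lacking substrate for full effect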
XIAP displacement: XIAP antagonists, biochemical, IAP family, fluorescence polarization (AID 1018); E3 ubiquitin-protein ligase XIAP (Homo sapiens); XIAP BIR domain, fluorescence polarization peptide displacement; higher % means a stronger effect; actives 0.007% (n = 200,000); displacement, % at 20 µM, or IC50 in µM where a hit was titrated; in the data active = displacement above about 50%; note: a part of the inactive calls stands beside numbers as strong as those of hits
P. falciparum M17LAP: P. falciparum M17LAP inhibitors, primary screen, biochemical, fluorogenic H-Leu-NHMec substrate, 1536-well (AID 1619); Leucine aminopeptidase (Plasmodium falciparum (isolate 3D7)); recombinant M17LAP, H-Leu-NHMec fluorogenic kinetic assay; higher % means a stronger effect; one-dose inhibition, % at 30 µM; IC50 in µM for titrated hits; actives 0.38% (n = 220,000);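 active = compound inhibiting the enzyme by more than half at any dose during confirmatory dose-response retesting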;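 note: plate controls were full reaction with DMSO carrier for no effect and no enzyme background for full effect; strong numbers were not always called active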
P. falciparum M1AAP: P. falciparum M1AAP inhibitors, biochemical, fluorogenic H-Leu-NHMec substrate, 1536-well (AID 1445); Aminopeptidase N (Plasmodium falciparum (isolate 3D7)); recombinant M1AAP, H-Leu-NHMec fluorogenic kinetic assay; higher % means a stronger effect; one-dose inhibition, % at 30 µM; IC50 in µM for titrated hits; actives 0.42% (n = 220,000);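 active = primary inhibition above the hit cutoff, then over 50% inhibition at one or more dose response concentrations, cut at about 23% in these data, passing the limit was not always enough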;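 note: plate controls were DMSO full reaction for no effect and no enzyme background for full effect; strong numbers were not always called active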
Dynein transport cytoplasmic EGFP: recorded beside Dynein transport, whose call it bears; z-score; measured here: cytoplasmic GR-EGFP intensity; stronger effect = higher value
Dynein transport nuclear GR-EGFP: further read-out of Dynein transport, marked with its call; z-score; measured here: nuclear GR-EGFP intensity;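 lower value marks the stronger effect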
Dynein transport cell count: recorded beside Dynein transport, whose call it bears; z-score; measured here: cell count per field
Starred values were filed as active, the others as inactive; . = no result given. Cut-off read from the data, not from the text of the source, unless noted: active = inhibition above about 50%; inactive = the rest.

SMILES	Siah-1 displacement	AID2073	LYP phosphatase	Dynein transport	Dynein transport cytoplasmic EGFP	Dynein transport nuclear GR-EGFP	Dynein transport cell count	PMI inhibition	PMI inhibitors	XIAP displacement	P. falciparum M17LAP	P. falciparum M1AAP
Cc1ccc(C2CC(c3cccs3)=NN2C(=O)c2ccco2)o1 (stereo unspecified)	0%	1%	-4%	-0.084	-0.24	-0.19	0.085	6%	4%	-1.2%	4%	6%
Nc1c(NCc2ccccc2)c2ccccc2oc1=O	0%	-8%	-4%	-0.86	-0.27	-0.39	0.38	15%	16%	-4.7%	5%	7%
Cc1ccc(S(=O)(=O)N(CC(=O)NCc2ccncc2)C2CCCCC2)cc1	-8%	2%	-4%	0.48	-0.19	0.53	0.51	-10%	-16%	-5.3%	10%	0%
Cc1ccnc(SCC(N)=O)n1	-1%	2%	-4%	1.3	-0.24	0.61	0.24	9%	-7%	-10%	5%	-2%
O=C(NCc1ccncc1)C(=O)N/N=C/c1ccccc1OCc1ccccc1	13%	11%	-8%	-0.31	-0.29	-0.037	0.59	10%	10%	-8.0%	-1%	4%
CCOC(=O)CSc1nc2c(c(=O)n(C)c(=O)n2C)n1CCCc1ccccc1	-1%	-5%	-2%	-0.15	-0.21	-0.2	0.49	8%	0%	-2.6%	-11%	-3%
COCCOC(=O)C1=C(C)NC2=C(C(=O)CC(C)(C)C2)C1c1ccc2c(c1)OCO2 (stereo unspecified)	-1%	18%	-7%	1.7	-0.21	0.78	-1.1	8%	9%	-8.8%	-2%	-2%
Cc1ccc(-c2cc(C(=O)NCc3cnn(C)c3C)c3cc(Br)ccc3n2)cc1	6%	33%	-6%	0.79	-0.23	0.66	0.74	11%	10%	-4.4%	13%	9%
COc1nc2c(C)cccc2cc1-c1noc(-c2ccncc2)n1	-2%	14%	-3%	.	.	.	.	-11%	-10%	-4.3%	.	.
CCCCCNC(=O)Cc1ccc(OC)cc1	2%	-1%	-12%	-1.5	-0.22	-0.52	1.7	-1%	7%	-0.8%	6%	3%
COC(=O)c1cc(=O)n(Cc2ccccc2)c(=NCc2ccccc2)s1	1%	30%	-4%	-2.6	1.2	-1.3	-0.17	-13%	-5%	-3.2%	3%	6%
COc1ccc(C(=O)Nc2ccc(S(=O)(=O)NC(C)=O)cc2)cc1	-4%	11%	-4%	0.94	-0.23	0.79	0.11	-16%	-6%	-3.8%	1%	-2%
O=C(Nc1ccc(Cl)cc1)C1CCC(=O)N1Cc1ccccc1Cl (stereo unspecified)	-4%	0%	-6%	0.35	-0.18	-0.0066	0.4	-6%	-5%	1.3%	7%	-4%
O=C(Cc1cccs1)NCCn1ccc2ccccc21	-2%	5%	-2%	-0.89	-0.22	-0.11	1.3	12%	11%	-2.6%	24%	8%
Cn1c(=O)c2c(ncn2CC(=O)Nc2ccc(Cl)cc2Cl)n(C)c1=O	3%	1%	-4%	-0.51	-0.28	-0.91	0.98	6%	11%	-4.1%	7%	2%
COCCn1c(SCC(=O)c2ccc3c(c2)OCCO3)nnc1-c1ccoc1C	4%	-8%	-6%	-0.81	-0.22	-0.38	1.3	-10%	12%	-8.0%	6%	0%
O=C(NCc1cccs1)C1CCN(S(=O)(=O)c2cccc3nsnc23)CC1	0%	8%	6%	-0.18	-0.28	-0.002	0.28	-5%	-2%	-4.7%	-9%	6%
O=C(Nc1ccc(-n2cnnn2)cc1)C1CCCN1C(=O)NC1CCCCC1 (stereo unspecified)	-1%	3%	-8%	-0.72	-0.15	-0.13	0.84	11%	0%	-3.7%	3%	4%
O=c1c2ccccc2nnn1CSc1ccc2c(c1)OCCO2	3%	-13%	2%	0.25	-0.11	-0.11	-0.085	5%	8%	-3.8%	13%	-1%
Cc1ccc(-c2nnc(NCc3nc4ccccc4[nH]3)c3ccccc23)cc1S(=O)(=O)N(C)C	4%	12%	4%	0.56	-0.21	0.87	-0.97	16%	24%	-6.6%	-4%	0%
COC(=O)c1cnc2c(c1C(=O)OC)c(=O)n(C)c(=O)n2C	3%	19%	0%	0.79	-0.022	0.56	-0.26	-10%	-9%	-7.0%	-8%	1%
CC1CC(C)CN(CC(=O)N2CCCc3c2c(=O)oc2ccc(OCc4ccccc4)cc32)C1 (stereo unspecified)	5%	34%	2%	0.054	-0.36	-0.11	-0.12	10%	14%	-10%	8%	8%
Nc1nnc(SCc2cn3cc(Cl)ccc3n2)s1	1%	-8%	-4%	-1	-0.3	-0.93	1.4	-4%	-9%	-8.3%	12%	5%
Cc1ccc(S(=O)(=O)N(C)C)cc1NC(=O)COC(=O)CCC(=O)c1ccc(F)cc1	5%	0%	0%	-0.35	-0.25	-0.33	0.25	8%	3%	2.0%	13%	20%
COc1cnn(-c2ccc(C)cc2)c(=O)c1SCc1ccccc1	3%	-21%	0%	0.39	-0.19	0.84	-0.11	1%	4%	-16%	14%	7%
Cc1nn2c3ccccc3n(CC(=O)c3cccs3)c2nc1=O	1%	7%	-8%	0.58	-0.25	0.89	-0.48	9%	11%	-7.6%	-3%	8%
COc1ccc(OC2C(=O)N(Cc3ccc4c(c3)OCO4)C2c2sccc2C)cc1 (stereo unspecified)	6%	-3%	-2%	-0.033	-0.18	0.52	-0.39	13%	16%	-20%	-15%	0%
CC(Sc1ncnc2sccc12)C(=O)Nc1ccc(C(N)=O)cc1 (stereo unspecified)	-3%	5%	0%	-0.15	-0.25	-0.048	0.27	-6%	-7%	-1.9%	-8%	2%
CCOc1ccccc1NC(=O)C(=O)NCCC1=CCCCC1	11%	8%	0%	1.4	-0.36	0.46	-1.1	22%	6%	-5.4%	8%	3%
Cc1ccc(S(=O)(=O)N2CCC(=O)N(CCO)CC2)cc1	4%	-2%	1%	-0.035	-0.22	0.29	0.81	-8%	-7%	0.3%	-2%	3%
COc1ccc(-c2nc3ccc(N4CCN(C)CC4)cc3c(=O)[nH]2)cc1	0%	20%	-7%	0.55	-0.15	0.49	-0.6	4%	5%	-6.0%	-4%	-5%
CCOc1ccccc1/C=N/Nc1nc2c(N)ncnc2n1[C@H]1O[C@@H](CO)[C@H](O)[C@@H]1O	14%	-13%	-6%	-0.39	-0.22	-0.28	0.88	.	.	.	5%	5%
COC(=O)c1cc(COc2ccc3oc(C)c(C(=O)OC(C)C)c3c2)c(C)o1	-3%	-1%	-3%	0.59	-0.32	0.33	0.38	0%	6%	-4.7%	0%	6%
COc1ccc(C2NC(=S)NC(C)=C2C(=O)Nc2ccccn2)cc1OC (stereo unspecified)	0%	-7%	-7%	1.6	-0.14	1	-1.9	3%	-1%	43%	8%	-2%
Cc1ccc(S(=O)(=O)N(C)Cc2ccc(C(=O)NN=C3C4CC5CC(C4)CC3C5)cc2)cc1	-4%	8%	3%	-0.5	-0.3	-0.44	0.93	14%	15%	-9.5%	2%	-10%
CCSc1nc(-c2cccs2)nc2ccccc12	2%	1%	-2%	-0.18	-0.33	-0.14	0.89	5%	5%	-4.1%	0%	6%
COCCN1CCc2c(C)nc3c(-c4ccc(OC)c(OC)c4)cnn3c21	3%	-6%	0%	-0.12	-0.063	0.43	-0.65	6%	9%	-1.2%	-2%	2%
O=C(CSc1nc2ccccc2c(=O)n1-c1ccc(F)cc1F)Nc1ccc2c(c1)CCC2	-9%	12%	2%	-0.13	-0.31	-0.44	0.71	3%	6%	-0.3%	9%	4%
Cc1cc[n+](CC(=O)N2CCCc3ccccc32)cc1	-12%	-1%	-9%	0.66	-0.18	0.54	-0.39	0%	-5%	-2.8%	2%	9%
CCCCN(C(=O)CCC(=O)Nc1cc(C)on1)C(C(=O)NC(C)(C)C)c1cccc(OC)c1OC (stereo unspecified)	10%	3%	-5%	0.75	0.25	-0.14	-0.59	3%	4%	0.3%	15%	-2%
O=C(OCc1nc2ccccc2[n+]([O-])c1C(=O)c1ccccc1)c1cccs1	3%	-8%	9%	2.3	-0.18	0.82	-1.1	-14%	-4%	-8.1%	-24%	6%

Source: PubChem BioAssay (several laboratories)
